CAL PDZ FP-1 = CAL PDZ peptide-binding inhibitors, primary screen, biochemical, fluorescence polarization, Cer-tagged CAL PDZ, HTS | Golgi-associated PDZ and coiled-coil motif-containing protein (Homo sapiens), Q9HD26 | hit rate 0.02% among 330,000 | AID 504414, 2011 | purified CAL PDZ, TMR-peptide fluorescence polarization, 1 h | inhibition, % at 20 µM;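 active = highest replicate inhibition of at least 40%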;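 also: plate controls were DMSO neutral control wells for no effect and unlabeled competitor peptide control wells for full effect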
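Test system: purified CerCALP PDZ construct; Compound dosing: one concentration, 20 µM compound; Also added: TMR-labelled reporter peptide T*-PRC34 bound in PDZ groove; Read-out: inhibition from polarization loss; Controls: unlabelled peptide and DMSO controls; Signal: FP readout, S and P plane fluorescence; Incubation: 1 h at RT.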
dFosB act = activators of delta FosB homodimer, primary screen, biochemical, fluorescence polarization, TAMRA-CDK5 oligo, single point; Protein FosB (Mus musculus), P13346; hit rate 0.99% among 340,000; purified delta FosB; percent of positive-control signal above neutral wells; activation, % at 25 µM;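 active = mean activation above about 17%, with every replicate also reaching it, limit read from the data, passing the limit was not always enough; inconclusive = only one of the two conditions met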;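 also: fluorescence polarization rise as delta FosB binds a TAMRA Cdk5 AP-1 oligo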
Target sequence (P13346 whole entry, looked up): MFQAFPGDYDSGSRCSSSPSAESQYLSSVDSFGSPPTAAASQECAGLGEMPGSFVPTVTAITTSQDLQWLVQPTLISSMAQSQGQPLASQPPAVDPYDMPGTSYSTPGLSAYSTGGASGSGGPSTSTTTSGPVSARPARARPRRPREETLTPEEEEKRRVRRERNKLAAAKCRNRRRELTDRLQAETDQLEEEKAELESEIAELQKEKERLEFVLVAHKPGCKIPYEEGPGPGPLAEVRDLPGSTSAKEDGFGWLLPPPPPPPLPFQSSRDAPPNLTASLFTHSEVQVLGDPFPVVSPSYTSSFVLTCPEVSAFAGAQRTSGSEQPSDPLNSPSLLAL
V-ATPase pH = regulators of yeast V-ATPase proton pumping, primary screen, pHLuorin cytosolic pH fluorescence | S. cerevisiae | response, % at 10 µM | hit rate 0.37% among 350,000 | AID 504577, 2011; in the data active = response mostly above about 7.3%, no sharp cut-off; inactive = mostly below about 5.4%; also: actives read high; inactives centre near 0; some compounds called inactive have numbers as strong as hits
CAL PDZ FP-2 = untagged CAL PDZ binding inhibitors, primary screen, biochemical, fluorescence polarization, HTS. inhibition, % at 24.9 µM. AID 602252, 2012. hit rate 0.92% among 300,000. purified CAL PDZ, TMR-peptide fluorescence polarization, 1 h;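 active = mean inhibition of at least 30% with at least half of replicates also reaching 30%; inconclusive = no clear call, values can overlap the other calls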;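 also: 0% = DMSO neutral control and 100% = excess unlabeled competitor peptide PRC23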
MITF TRPM1 HTS = activators of MITF-driven TRPM1 promoter reporter, primary screen, cell-based, SK-MEL-5, luciferase, single point; SK-MEL-5 TRPM1-promoter luciferase, 24 h; % of positive control, neutral wells = 0; activation, % at 12.5 µM; hit rate 0.75% among 300,000; AID 588334, 2011;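 active = mean activation of at least 80% with every replicate also reaching 80%; inconclusive = mean reaches 80% but some replicate falls short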;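 also: 0% = neutral control wells and 100% = parthenolide positive control wells; values of inactives mirror those of a sister screen read the other way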
Tat export inh = E. coli Tat export inhibitors, primary screen, MC4100, TorA-mCherry reporter, fluorescence, single point. hit rate 0.036% among 340,000. inhibition, % at 10 µM. AID 488895, 2010;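 active = mean replicate inhibition at least 50% and at least half of replicates individually reaching 50%; inconclusive = only one of the two criteria met; inactive = neither criterion met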;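 also: exported cargo escapes ClpAP degradation while cytoplasmic cargo is degraded and loses fluorescence; 0% = median of neutral control wells and 100% = median of NaSCN control wells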
Rtt109 Vps75 = inhibitors of C. albicans Rtt109/Vps75 HAT, primary screen, biochemical, ThioGlo CoA-SH fluorescence, plate reader; AID 540336, 2011; hit rate 0.16% among 330,000; inhibition, % at 34.9 µM; purified Rtt109/Vps75, 4 h;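 active = inhibition of at least 50% in every replicate; inconclusive = best replicate reaches 50% inhibition but some replicates fall short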
CDK5 inh = inhibitors of human CDK5/p35 kinase, primary screen, biochemical, single concentration; Cyclin-dependent kinase 5 (Homo sapiens) + Cyclin-dependent kinase 5 activator 1 (Homo …; Recombinant CDK5/p35, ADP-Glo luminescence, 60 min; inhibition, % at 10 µM; hit rate 0.01% among 330,000;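 active = highest replicate inhibition of at least 50% and at least 75% of replicates reaching 50%; inconclusive = only one of the two criteria met; inactive = both criteria failed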;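 also: plate controls were DMSO neutral control for no effect and GW8510 at 10 µM for full effect; many of its hits are not listed in these tables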
Target sequence (Q00535 whole entry, looked up): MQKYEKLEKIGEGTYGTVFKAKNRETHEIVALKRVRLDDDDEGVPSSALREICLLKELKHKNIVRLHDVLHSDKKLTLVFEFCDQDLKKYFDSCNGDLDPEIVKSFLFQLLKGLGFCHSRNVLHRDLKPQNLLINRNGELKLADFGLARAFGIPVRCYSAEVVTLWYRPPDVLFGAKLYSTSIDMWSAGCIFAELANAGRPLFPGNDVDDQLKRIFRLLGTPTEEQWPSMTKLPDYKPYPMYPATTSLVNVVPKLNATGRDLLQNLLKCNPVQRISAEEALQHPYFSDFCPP
Target sequence (Q15078 whole entry, looked up): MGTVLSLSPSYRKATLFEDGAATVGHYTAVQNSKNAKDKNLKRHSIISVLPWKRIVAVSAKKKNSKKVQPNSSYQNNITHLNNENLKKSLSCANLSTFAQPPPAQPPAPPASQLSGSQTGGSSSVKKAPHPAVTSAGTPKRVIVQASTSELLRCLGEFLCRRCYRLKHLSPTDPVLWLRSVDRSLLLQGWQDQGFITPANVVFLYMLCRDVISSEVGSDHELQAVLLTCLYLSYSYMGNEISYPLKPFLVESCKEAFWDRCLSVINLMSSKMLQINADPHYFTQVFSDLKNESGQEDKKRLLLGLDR
RTF Ca sens act = cardiac RTF calcium sensitivity activators, primary screen, biochemical, IANBD-TnC fluorescence, EC20 calcium. IANBD-labeled TnC RTF fluorescence at EC20 calcium; 0% EC20 calcium, 100% full calcium. hit rate 0.24% among 340,000. activation, % at 7.2 µM;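 active = activation above the mean over all tested compounds plus 3 SD, cut at about 30% in these data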;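 also: rise in fluorescence read as greater calcium sensitivity of cardiac thin filaments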
Wnt bcat act = Wnt/beta-catenin pathway activators, primary screen, cell-based, plate reader, single point. activation, % at 9.35 µM. Wnt/beta-catenin reporter cell assay, activator. hit rate 1.2% among 300,000; in the data active = activation above about 30%, passing the limit was not always enough; inconclusive = no clear call, values can overlap the other calls;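 also: 0% = neutral control wells and 100% = positive control wells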
* marks the source's active call; other numbers are inactive results; ? = inconclusive; . = no result given.

SMILES,CDK5 inh,CAL PDZ FP-2,CAL PDZ FP-1,Rtt109 Vps75,Tat export inh,Wnt bcat act,RTF Ca sens act,V-ATPase pH,MITF TRPM1 HTS,dFosB act
Cc1nn(-c2nc3ccccc3n2Cc2ccccc2)c2c1C(=O)CC(C)(C)C2,0.2,0.3,-0.5,6.9,8.3,-0.4,-4.5,5.2,0.2,-9.2
COc1c2ccc(C(=O)NCCCCc3ccccc3)cc2nn1C,1.1,0.9,-0.4,8.2,-0.4,2.3,8.2,-4.5,9.9,-1.9
N#CC1=C(N)OC2=C(C(=O)CCC2)C1c1cc2c(cc1Br)OCO2 (stereo unspecified),-0.8,-3.9,-1.5,-2.4,-4.4,0.5,-1.7,-1.2,.,4.0
O=C(c1ccccc1)N1CCN(C(=O)C23CC4CC(CC(C4)C2)C3)CC1,-1.0,-28.7,.,-9.1,4.7,-3.8,5.5,-0.4,0.9,5.5
Cc1cccc(C)c1NC(=O)CSc1nnc(C2CCCCC2)o1,-0.9,7.1,-1.3,-5.2,-2.8,-0.2,-2.2,2.6,-3.4,-4.4
Cc1cc(C)n(CC2CC(=O)N(c3ccc(F)c(Cl)c3)C2=O)n1 (stereo unspecified),1.8,-0.8,-0.4,2.6,-8.1,-2.1,1.1,-8.2,12.2,3.1
COc1ccc(NC(=O)Nc2cccc3c2O[C@H](CN(C)S(=O)(=O)c2ccc(F)cc2)[C@@H](C)CN([C@H](C)CO)C3=O)cc1,-1.6,0.1,-0.8,17.0,-11.0,-3.7,-2.2,-1.4,-0.5,-9.0
COc1ccccc1OCCn1cc(C(=O)C(C)C)c2ccccc21,-0.2,-2.5,-1.0,1.3,-5.8,8.4,1.7,1.7,.,3.9
CCCOc1ccc(-c2c(C(=O)N/N=C/c3cccnc3)nnn2-c2nonc2N)cc1,-0.9,2.3,-1.8,-2.5,3.7,2.8,-8.5,-0.4,0.0,9.5
CO/N=C(\c1ccccc1)c1cccnc1,-0.6,10.2,-18.5,-6.2,0.1,1.2,5.7,-0.2,2.1,-2.3
Cc1cc(C)c2c(-n3cccc3)nn(CC#N)c2n1,-0.7,-1.3,1.5,2.6,-0.6,.,3.5,1.3,.,0.8
O=C(CCC(=O)N1CCSc2ccccc21)Nc1cccc(F)c1,0.6,.,0.2,7.2,-5.4,-3.9,-0.6,1.9,-6.2,-5.5
CCOC(=O)C1CCCN(S(=O)(=O)c2cnc(Cl)c(Br)c2)C1 (stereo unspecified),-0.5,3.3,-0.8,0.0,-4.2,-1.5,-7.1,2.2,-22.5,4.3
CCC(OC(=O)CNS(=O)(=O)c1ccccc1)C(=O)c1ccccc1 (stereo unspecified),-0.8,.,-5.0,3.9,0.6,0.2,1.9,0.5,13.5,-9.3
CC(C(=O)NCc1cccs1)n1cccc1 (stereo unspecified),2.5,-2.0,-1.3,12.1,-1.7,-0.2,-0.6,1.8,-1.3,-4.6
Cc1nc(N2CCN(C(=O)c3ccco3)CC2)c2c3c(sc2n1)CC(C)CC3 (stereo unspecified),0.1,-1.4,-2.1,23.3,9.8,-1.3,-0.8,1.6,-2.8,-1.3
O=C(NNC(=O)c1cccnc1SCc1cccc([N+](=O)[O-])c1)c1ccc(F)cc1,-1.5,-2.1,-2.7,3.3,-0.6,-1.2,5.2,-0.8,3.6,6.6
COc1cc(-c2cc(C(=O)Nc3ccncc3)c3ccccc3n2)cc(OC)c1OC,0.5,-7.6,-3.8,41.1,2.6,2.1,-0.4,0.7,0.6,?
C/C=C/C=C/C(=O)Nc1nccs1,0.2,-3.2,0.9,-1.3,4.9,2.6,1.2,4.3,30.6,-11.5
CCOc1ccc(NC(=O)CN2C(=O)NC3(CCCCCC3)C2=O)cc1,-0.9,.,-2.0,10.7,-0.2,6.9,1.5,-3.9,6.7,-6.5
Nc1nnc(-c2cccc(Cl)c2Cl)c(N)n1,-1.8,-3.6,0.7,4.1,-9.6,-4.2,-2.0,1.1,3.4,8.4
COc1ccc(C(CNC(=O)Cc2ccccc2)N2CCCCC2)cc1 (stereo unspecified),1.4,-1.6,-3.3,-3.2,-0.8,2.9,-5.3,1.8,-8.5,-0.8
COc1ccc(C(CNC(=O)c2cccc(NC(=O)c3cccs3)c2)N2CCCC2)cc1 (stereo unspecified),-1.0,-5.2,-3.2,6.1,2.2,-0.6,-2.3,0.7,32.7,-14.8
CC(/C=N\NC(=O)c1ccc2c(c1)OCO2)c1ccccc1 (stereo unspecified),-0.3,-1.0,-2.0,28.8,-1.4,2.3,-3.2,-1.5,-2.3,-10.2
CN(C)CCNC(=S)Nc1ccc(Cl)cc1Cl,0.6,-3.9,-2.6,-8.3,2.4,-0.6,9.2,0.5,22.1,2.4
CC(=O)Nc1ccc(S(=O)(=O)N2CCN(S(=O)(=O)N3CCOCC3)CC2)cc1,0.8,1.8,-1.7,-7.9,10.4,1.1,-7.2,2.8,-5.9,-2.1
CC(Sc1nnc(CN2CCCC2)n1Cc1ccccc1)C(=O)Nc1ccc(F)cc1Cl (stereo unspecified),0.2,.,-0.1,-3.0,10.5,-4.7,0.1,-7.5,-6.2,-4.2
CC(C)(C)CC(C)(C)SSc1n[nH]c(=S)s1,2.9,.,-0.9,2.3,-7.2,-1.6,-4.6,3.4,1.4,-4.3
CCOc1ccc(-n2c(=O)c3sccc3n(CC(=O)Nc3cccc(OC)c3)c2=O)cc1,0.4,6.0,-2.7,-6.0,-2.3,-6.0,0.7,0.5,-6.3,10.1
Cc1nnc(Nc2ccc(C(=O)O)cc2)[nH]c1=O,0.4,4.3,-0.6,.,-2.5,-0.4,4.3,-0.6,-10.8,-1.8
Cc1[nH]c2ccccc2c1/C=N/NC(=O)c1cccc([N+](=O)[O-])c1,-7.3,4.9,-0.3,2.5,3.8,-1.7,.,1.6,-16.2,-4.3
Cc1onc(-c2ccccc2)c1C(=O)/C=C/N(C)C,1.1,-3.6,0.0,-0.1,-10.5,-0.7,9.3,0.5,-4.3,-0.3
Cc1cccc(OCCCC(=O)Nc2ccc(S(N)(=O)=O)cc2)c1C,-1.9,-3.6,-2.9,1.3,-1.7,.,10.4,1.4,-3.3,-0.1
COc1cccc(C(=O)COc2ccc3c(C)c(Cc4ccccc4)c(=O)oc3c2)c1,0.7,-3.4,-1.5,13.6,3.9,-1.0,-0.3,2.6,5.8,6.4
Cc1ccc2c(c1)N(CC(=O)Nc1ccccc1F)C(=O)C(C)O2 (stereo unspecified),0.1,7.0,-0.7,-1.4,1.1,-5.1,0.5,-2.9,.,-1.3
COc1ccc(C2c3cc(OC)c(OC)cc3CCN2C(=O)c2ccccc2Br)cc1OC (stereo unspecified),1.2,-3.2,0.3,27.0,-3.3,-2.3,0.9,7.0,4.5,-11.7
CCCCc1cc(=O)oc2cc(C)cc(OCC(=O)NCC3CCC(C(=O)O)CC3)c12 (stereo unspecified),-0.6,-1.5,-0.3,-5.1,2.2,-0.9,0.2,0.2,.,3.3
O=C(N/N=C/c1ccco1)c1cc(-c2ccc(Cl)cc2)n[nH]1,-0.1,0.8,-1.0,1.0,3.0,7.5,-2.1,-2.3,1.8,24.6*
O=C1c2ccccc2-c2cccc(C(=O)N3CCCCCC3)c21,-0.8,-2.7,-0.8,8.6,12.8,.,-2.8,1.3,-1.9,0.6
O=C(NCC1CCCN1S(=O)(=O)c1cccs1)C(=O)Nc1cccc(F)c1 (stereo unspecified),0.0,-0.5,-0.6,8.4,1.4,4.0,-1.3,2.7,16.0,-7.9
CCOC(=O)C1=C(C)NC(C)=C(C(=O)OCC)C1C(=O)OCC(=O)N1CCc2ccccc2C1,-0.9,-2.6,0.1,-2.3,2.1,-2.8,-3.7,11.6*,0.4,-2.1
COC(C/C=C/[C@H](O)[C@H](C)OCc1ccccc1)OC,0.4,-3.9,0.1,1.6,5.5,1.1,4.8,1.6,5.4,1.1
Cc1cc(-c2cc(C(=O)Nc3ccccc3)on2)nc(NCC2CC2)n1,0.5,-2.3,0.0,-1.9,2.1,-1.1,-5.3,-1.9,1.8,4.0
COc1ccc(OS(=O)(=O)Cc2ccccc2)cc1,0.9,-3.9,-1.0,-1.8,-4.2,9.6,0.1,3.6,33.3,0.1
CC(C)(O)/C=C/C(=O)[C@](C)(O)C1[C@H](O)C[C@@]2(C)C3CC=C4C(C=C(O[C@@H]5O[C@H](CO)[C@@H](O)[C@H](O)[C@H]5O)C(=O)C4(C)C)[C@]3(C)C(=O)C[C@]12C (stereo partly specified),-5.5,-2.6,0.0,3.3,-7.4,-2.3,-2.8,1.9,4.3,4.4
Cc1ccc(/C=N/NC(=O)c2nnn(-c3nonc3N)c2CN(C)C)s1,-2.7,-1.7,-2.5,12.8,-7.7,-1.8,0.2,-1.1,2.6,1.8
Cc1cc(O)c(C2=Nc3ccccc3SC(c3ccc(Cl)cc3)C2)c(=O)o1 (stereo unspecified),1.7,-1.0,-0.5,-1.1,-7.2,.,7.4,-0.7,-3.6,-0.9
CCn1cc(C(=O)NCCCN2CC(C)CC(C)C2)c2cc(OC)c(OC)cc2c1=O (stereo unspecified),0.2,-3.5,-0.3,-4.4,0.2,.,-7.2,-2.0,-6.2,-4.9
CCC(C)(C)c1nnc(NC(=O)C2CC(=O)N(CCc3ccc(F)cc3)C2)s1 (stereo unspecified),-1.7,-2.4,-0.5,5.2,-4.1,-2.3,-3.5,-1.3,.,-3.2
CCOC(=O)C(=O)C1=C(N2CCOCC2)/C(=C\c2ccc(F)cc2)CC1,-0.6,-3.1,-1.7,9.8,-1.8,-1.4,-7.4,-0.6,-1.7,-9.0
Cc1ccccc1NS(=O)(=O)c1ccc2[nH]c(=O)[nH]c2c1,-1.1,-0.4,-0.1,-8.6,3.7,-2.2,.,1.8,9.3,0.8
COc1ccc(S(=O)(=O)Nc2cccnc2)cc1,0.3,-3.0,-0.2,16.0,-6.8,0.9,-0.2,-1.8,0.3,-3.9
CCc1nnc(NC(=O)NCN2C(=O)C3C4C=CC(C4)C3C2=O)s1 (stereo unspecified),-1.2,-3.7,-1.9,-1.4,5.0,.,5.6,3.4,16.9,-2.8
